HCV NS3 hel inh = HCV NS3 helicase inhibition. NS3 helicase DNA unwinding, Cy5 molecular beacon fluorescence. inhibition, % at 10.9 µM. 290,000 tested, 0.56% active. AID 1800;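 active means inhibition above the mean of all tested compounds plus 3 SD, set per campaign, cut at about 35% in these data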;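 further: 0% = DMSO wells and 100% = thioflavine S control wells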
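assay system = NS3 helicase fragment of HCV | buffer or medium = MOPS pH 6.5, MgCl2, DTT, Tween20, BSA | timing = 60 min unwinding reaction at 25 °C after ATP addition | signal = Cy5 beacon fluorescence read at start and 1 h | read-out basis = % inhibition of unwinding | control set = low DMSO, high thioflavine S at 110 µM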
CRFR2-BP ag = agonists of human CRF-binding protein/CRF-R2 receptor complex | activation, % at 13.2 µM | AID 588473 | HEK293 CRF-R2/CRF-BP, calcium dye fluorescence (FLIPR); percent of saturating CRF peptide response | 350,000 tested, 0.46% active;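 active means activation of at least 50%, plus an integration ratio under a set limit after plate pattern correction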;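 further: plate controls were neutral control wells without compound for no effect and CRF at EC100 for full effect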
DNA FID counter = displaces DNA intercalator in HCV helicase counter-screen; DNA fluorescent intercalator displacement, fluorescence; inhibition, % at 7.9 µM; AID 1845; 290,000 tested, 0.17% active; in the data active means inhibition above about 37%;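 further: 0% = vehicle and 100% = reference compound; higher means more ethidium bromide displaced from hairpin DNA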
MEKK2 WT-MEK5 = raises or lowers MEK5 binding to wildtype human MEKK2 PB1 domain; binding response (% of control), % at 10 µM; 290,000 tested, 1.1% active; bead flow cytometry, Alexa488-MEK5 binding to MEKK2 WT; actives lie on both sides; Q9Y2U5; in the data active means binding response below about 67% or above about 130%
MEKK2mut PB1 HTS = signal of MEK5 binding to mutant human MEKK2 PB1 domain | bead flow cytometry, Alexa488-MEK5 binding to MEKK2 mutant | percent response, % at 10 µM | 290,000 tested, 0.35% active | AID 1530; in the data active means percent response above about 24%, passing the limit was not always enough; further: inactives centre near 1; some results filed as inactive read as strong as hits
CRFBP-R2 block = blocks CRF-induced signaling of the CRF-BP/CRF-R2 complex | AID 588475 | inhibition, % at 11.8 µM | 350,000 tested, 0.59% active | HEK293 CRF-R2/CRF-BP, CRF-induced calcium fluorescence;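 active means inhibition of the ligand-induced calcium signal above about 50% at the single tested concentration, limit read from the data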
GalR3 antagonist = human GalR3 antagonism | inhibition, % at 3 µM | HEK293 GalR3-CNG cAMP membrane potential fluorescence; galR3 body fused to GalR1 C-terminus | 360,000 tested, 0.44% active | O60755;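 active means inhibition above the screen-wide average plus 3 SD, cut at about 13% in these data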;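 further: forskolin and galanin both at EC90 stimulate the cells; cAMP rise reported by CNG channel membrane potential dye signal; 0% = forskolin plus galanin with DMSO and 100% = forskolin alone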
Target sequence (O60755 1-299 limits assumed): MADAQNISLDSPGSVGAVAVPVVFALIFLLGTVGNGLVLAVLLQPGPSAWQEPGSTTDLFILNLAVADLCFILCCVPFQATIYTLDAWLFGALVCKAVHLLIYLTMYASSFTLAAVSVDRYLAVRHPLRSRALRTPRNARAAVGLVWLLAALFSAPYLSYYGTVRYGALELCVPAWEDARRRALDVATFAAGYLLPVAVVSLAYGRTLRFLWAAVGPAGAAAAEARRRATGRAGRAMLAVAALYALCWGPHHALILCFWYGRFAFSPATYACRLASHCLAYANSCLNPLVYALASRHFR
SUMO HTRF inh = inhibitors of human SUMOylation (UBC9) | P63279 | HTRF SUMOylation assay, SAE1/SAE2 + UBC9, in vitro | inhibition, % at 35 µM | 290,000 tested, 0.36% active; in the data active means inhibition above about 50%, passing the limit was not always enough; further: strong numbers were not always called active
MEKK3 PB1 HTS = modulators (inhibitors or enhancers) of MEK5 binding to human MEKK3 PB1 domain; Q99759; bead-based flow cytometry, Alexa488-MEK5 binding to MEKK3; actives lie on both sides; 0 = blocked by unlabeled MEK5, 100 = vehicle; binding response (% of control), % at 10 µM; 290,000 tested, 1.4% active; AID 1529;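 active means binding response more than 3 SD above or below the average of its plate-row segment, actives on both sides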;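 further: Alexa488 bead fluorescence after subtracting the streptavidin-only scavenger bead signal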
Target sequence (Q99759 whole entry, looked up, the tested form may be a part): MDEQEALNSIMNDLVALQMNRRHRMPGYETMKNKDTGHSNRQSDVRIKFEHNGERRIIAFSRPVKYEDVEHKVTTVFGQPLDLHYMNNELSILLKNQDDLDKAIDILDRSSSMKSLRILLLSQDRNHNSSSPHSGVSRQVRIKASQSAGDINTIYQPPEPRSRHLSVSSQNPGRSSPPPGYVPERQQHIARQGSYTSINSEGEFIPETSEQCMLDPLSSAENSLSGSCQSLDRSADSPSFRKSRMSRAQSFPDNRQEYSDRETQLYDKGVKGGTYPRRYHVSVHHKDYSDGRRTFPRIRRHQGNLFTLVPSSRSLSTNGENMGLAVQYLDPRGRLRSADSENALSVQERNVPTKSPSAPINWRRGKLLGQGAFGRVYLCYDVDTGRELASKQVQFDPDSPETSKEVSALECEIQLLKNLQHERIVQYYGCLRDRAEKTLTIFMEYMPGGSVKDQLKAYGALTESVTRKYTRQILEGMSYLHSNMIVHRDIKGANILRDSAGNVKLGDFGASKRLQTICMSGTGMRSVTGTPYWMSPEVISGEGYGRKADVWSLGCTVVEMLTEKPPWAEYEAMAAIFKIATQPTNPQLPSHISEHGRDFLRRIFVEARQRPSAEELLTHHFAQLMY
Active calls of the source: *; · = not tested or not shown; [ ] = another dose, or the depositor's remark. The list is partial; the hit share may differ from the screen's.

Molecule | CRFR2-BP ag | MEKK2 WT-MEK5 | DNA FID counter | SUMO HTRF inh | GalR3 antagonist | MEKK3 PB1 HTS | MEKK2mut PB1 HTS | CRFBP-R2 block | HCV NS3 hel inh
CCCNC(=O)c1ccc(C)c(NC(=O)C2=C(C)OCCS2)c1 | -0.7 | 104 | -13 | -6 | -9 | 103 | 0 | 13 | 7
O=C(O)c1ccc(-n2ncc3c2/C(=C/c2cccc([N+](=O)[O-])c2)CC3)cc1 | -6.0 | 107 | -13 | 31 | 1 | 101 | 1 | 73* | 11
CCOc1cc(C(=O)OCC(=O)NC(C)c2ccccc2)ccc1OCC(=O)N1CCOCC1 (stereo not drawn) | -1.9 | 102 | -21 | 5 | -3 | 105 | -2 | 4 | 2
CCN(CC(=O)Nc1ccc2c(c1)OCCO2)Cc1cc(=O)oc2cc(C)c(C)cc12 | 0.0 | 103 | -25 | 12 | -7 | 100 | 3 | 11 | -3
COc1ccc(CN(C(=O)c2snc(C(N)=O)c2N)C(C)C(=O)NCc2ccc(F)cc2)cc1 (stereo not drawn) | -3.7 | 96 | -40 | 18 | -10 | 101 | 3 | -8 | 11
O=C(NCCc1nc2ccccc2[nH]1)/C(=C/c1ccc(F)cc1)NC(=O)c1ccco1 | -1.3 | 96 | -4 | 18 | -7 | 102 | 5 | -5 | -10
O=C(CN1CCN(C(=O)c2ccco2)CC1)N1CCc2[nH]c3ccccc3c2C1 | 7.0 | 104 | -4 | 24 | · | 100 | 8 | -8 | 29
CC(C)Oc1ccc(C(=O)NCc2cccnc2)cc1 | 0.5 | 97 | -2 | 22 | -3 | 98 | 2 | 15 | 1
Cc1ccc(-c2nc(-c3nccc4ccccc34)oc2-c2ccccc2)cc1 | 2.4 | 78 | -9 | 17 | -5 | 85 | 10 | -12 | -1
COc1ccc(C2Nc3ccccc3C(=O)N2Cc2ccco2)cc1COc1ccccc1F (stereo not drawn) | 0.6 | 100 | -24 | 12 | -7 | 103 | 3 | 24 | 4
CC(C)(O)C#Cc1ccc(C(=O)N2CCN(c3ccc(Cl)cc3)CC2)cc1 | 1.3 | 55 | -44 | 5 | -2 | 49*[inhibitor] | -15 | -10 | 1
Cc1cccc(NS(=O)(=O)c2ccc3[nH]c(=O)cc(C(=O)OC(C)C(=O)Nc4ccc([N+](=O)[O-])cc4)c3c2)c1 (stereo not drawn) | -0.4 | 98 | 22 | 7 | 6 | 97 | -10 | -1 | -21
COc1ccccc1N1CCN(c2ccc(-c3ccccc3)nn2)CC1 | -3.1 | 111 | -25 | -10 | -2 | 109 | 6 | 21 | -3
COc1cc(/C=C2/SC(=S)N(Cc3ccccc3)C2=O)cc(OC)c1O | 28 | 86 | -2 | -6 | -16 | 98 | -5 | -56 | -3
O=C(O)CCc1nn2cnc3sc4c(c3c2nc1=O)CCCC4 | 0.8 | 101 | -6 | 14 | -3 | 104 | 3 | -6 | 4
O=C(CSc1nnc(C2COc3ccccc3O2)o1)N1CCCc2ccccc21 (stereo not drawn) | 0.9 | 105 | -27 | 6 | -1 | 106 | 4 | 9 | -1
O=C(C1CC1)N1CCc2cc(Br)cc(S(=O)(=O)N3CCN(c4ccccn4)CC3)c21 | 1.3 | 106 | -7 | -7 | -1 | 106 | -2 | 3 | -3
Cc1ccccc1N1C(=O)C2ON(c3ccccc3)C(c3ccco3)C2C1=O (stereo not drawn) | 0.1 | 88 | -16 | 8 | 0 | 85 | -15 | -4 | 0
COc1ccccc1-n1cnnc1SCC(=O)Nc1cccnc1Cl | -0.8 | 102 | -3 | 26 | -5 | 102 | -1 | -4 | -6
CCN1CCN(Cc2c(O)ccc3c2O/C(=C\C=C\c2ccccc2)C3=O)CC1 | 15 | 92 | -20 | 14 | 0 | 103 | -1 | -8 | 36*
O=C(c1ccc2c3c(cccc13)C(=O)N(O)C2=O)N1CCCCC1 | 2.4 | 96 | -3 | 8 | -1 | 98 | -9 | 13 | 9
CCC(c1nnnn1Cc1ccco1)N(CCN1CCOCC1)Cc1cc2cc(C)ccc2[nH]c1=O (stereo not drawn) | 2.1 | 99 | -12 | 30 | 0 | 92 | -1 | -7 | 2
CCc1ccc(CN(C)C(=O)C2CCC(=O)N(CC3CCCCC3)C2)cc1 (stereo not drawn) | 3.0 | 108 | -62 | -6 | 0 | 101 | 9 | 8 | 4
CC1CC1C(=O)OCC(=O)NC(=O)NCc1ccco1 (stereo not drawn) | 0.8 | 101 | -5 | 15 | -5 | 99 | 1 | 13 | -1
Cc1ccc(-c2csc(N(CCCN3CCOCC3)C(=O)c3ccco3)n2)cc1 | 1.3 | 102 | 10 | -4 | -8 | 105 | 6 | -16 | -41
Cc1nc2sc(C(c3ccc(Cl)cc3)N3CCN(c4ccccc4F)CC3)c(O)n2n1 (stereo not drawn) | -1.1 | 106 | -28 | -37 | -3 | 104 | 1 | -23 | -9
Cc1ccc(C2=N/C(=C\c3c(C)nn(-c4ccccc4)c3N3CCCC3)C(=O)O2)cc1 | 1.6 | 85 | -5 | 14 | -4 | 90 | 2 | -3 | 1
Cc1ccc(S(=O)(=O)N2CCN(C(=O)c3ccccc3)C2)cc1[N+](=O)[O-] | -1.4 | 58 | -7 | 29 | -3 | 64 | -14 | -14 | -1
O=C(O)c1cc(S(=O)(=O)N2CCN(C(c3ccccc3)c3ccccc3)CC2)ccc1Cl | -3.6 | 100 | -8 | 13 | -5 | 103 | 11 | 17 | -14
Brc1ccc(-c2csc(Nc3nc(-c4ccc(Br)cc4)cs3)n2)cc1 | -1.7 | 91 | -4 | 0 | -8 | 106 | 3 | -4 | -9
COc1ccc(OCC(=O)NNC(=S)NC(=O)c2ccc(Br)o2)cc1 | 8.5 | 103 | -26 | 2 | -1 | 99 | 5 | -28 | 10
COc1ccc(N(CC(=O)Nc2ccccc2C(=O)N2CCCC2)S(C)(=O)=O)cc1 | 1.2 | 96 | -16 | 8 | -9 | 97 | 1 | 5 | 10
Cc1ccc(Cn2c(=O)sc3ccccc3c2=O)cc1 | -1.8 | 101 | 1 | -6 | -8 | 98 | 2 | 3 | 0
Cc1cc(C(=O)CSc2n[nH]c(N)n2)c(C)n1-c1ccccc1 | -6.7 | 95 | -8 | 23 | -1 | 97 | -2 | -14 | 4
CN(C(=O)c1ccc(C#N)cc1)c1nnc(-c2ccccn2)s1 | -0.2 | 100 | -1 | 14 | -5 | 96 | -1 | -1 | -2
CNC(=O)c1[nH]cnc1C(=O)N[C@@H](CCCCNC(=O)OC(C)(C)C)C(=O)OC(C)(C)C | -1.2 | 103 | -39 | -10 | -5 | 102 | 2 | -1 | 5
COc1ccccc1-n1c(CNC(=O)c2ccco2)nnc1SCC(=O)Nc1cc(C)ccc1C | 3.8 | · | -28 | 5 | -1 | · | · | -1 | 0
Cc1ccc(C)c(SCC(=O)OCC(=O)Nc2ccc(S(=O)(=O)N3CCOCC3)cc2)c1 | -1.7 | 105 | -12 | -4 | -9 | 105 | 3 | -10 | -11
O=C(Nc1nc2c(F)cc(F)cc2s1)c1ccc([N+](=O)[O-])o1 | 18 | 98 | 0 | -4 | · | 100 | -2 | 80* | 3
Cc1cc(C)c(S(=O)(=O)/N=C2\C=C(NS(=O)(=O)c3ccccc3)C(=O)c3ccccc32)c(C)c1 | -0.7 | 95 | 14 | 19 | -3 | 96 | -8 | 48 | 24
O=C(Nc1ccc(Cl)c(Cl)c1)Nc1cc(C(=O)N2CCOCC2)ccc1N1CCCCC1 | 3.5 | · | 2 | · | -3 | · | · | -51 | 7
CC(C)C(NC(=O)c1ccccc1Cl)C(=O)OCc1nc2scc(-c3ccccc3Cl)c2c(=O)[nH]1 (stereo not drawn) | 0.1 | 96 | -21 | -15 | -4 | 100 | -1 | -4 | -13
CC(C)(C(=O)N[C@H](CO)c1ccccc1)C(=O)N[C@H](CO)c1ccccc1 | -0.5 | 95 | -3 | 8 | -5 | 96 | -10 | 2 | 25
CCCOc1ccc(N2C(=O)CC(N3CCN(C(=O)c4ccco4)CC3)C2=O)cc1 (stereo not drawn) | -1.2 | 103 | -18 | -1 | -4 | 105 | 7 | -8 | 1
OC(CN1CCN(Cc2ccc3c(c2)OCO3)CC1)c1c[nH]c2ccccc12 (stereo not drawn) | -0.9 | · | 13 | -3 | -5 | · | · | 9 | -13
CC(Oc1ccc(Cl)cc1Cl)C(=O)NNC(=O)[C@@H]1CCCC[C@@H]1C(=O)O (stereo partly drawn) | -0.3 | 101 | -16 | 6 | -3 | 98 | 4 | -15 | -1

Compounds from the list above containing an aryl methoxy group (8):
Molecule | CRFR2-BP ag | MEKK2 WT-MEK5 | DNA FID counter | SUMO HTRF inh | GalR3 antagonist | MEKK3 PB1 HTS | MEKK2mut PB1 HTS | CRFBP-R2 block | HCV NS3 hel inh
COc1ccc(CN(C(=O)c2snc(C(N)=O)c2N)C(C)C(=O)NCc2ccc(F)cc2)cc1 (stereo not drawn) | -3.7 | 96 | -40 | 18 | -10 | 101 | 3 | -8 | 11
COc1ccc(C2Nc3ccccc3C(=O)N2Cc2ccco2)cc1COc1ccccc1F (stereo not drawn) | 0.6 | 100 | -24 | 12 | -7 | 103 | 3 | 24 | 4
COc1ccccc1N1CCN(c2ccc(-c3ccccc3)nn2)CC1 | -3.1 | 111 | -25 | -10 | -2 | 109 | 6 | 21 | -3
COc1cc(/C=C2/SC(=S)N(Cc3ccccc3)C2=O)cc(OC)c1O | 28 | 86 | -2 | -6 | -16 | 98 | -5 | -56 | -3
COc1ccccc1-n1cnnc1SCC(=O)Nc1cccnc1Cl | -0.8 | 102 | -3 | 26 | -5 | 102 | -1 | -4 | -6
COc1ccc(OCC(=O)NNC(=S)NC(=O)c2ccc(Br)o2)cc1 | 8.5 | 103 | -26 | 2 | -1 | 99 | 5 | -28 | 10
COc1ccc(N(CC(=O)Nc2ccccc2C(=O)N2CCCC2)S(C)(=O)=O)cc1 | 1.2 | 96 | -16 | 8 | -9 | 97 | 1 | 5 | 10
COc1ccccc1-n1c(CNC(=O)c2ccco2)nnc1SCC(=O)Nc1cc(C)ccc1C | 3.8 | · | -28 | 5 | -1 | · | · | -1 | 0
